GLP1R ag = GLP-1 receptor (human) agonism; P43220; HEK293 GLP-1R CRE-luciferase, luminescence, 4-6 h; cells express a hypersensitive GLP-1R form; Potency, µM (series often up to 45.6 µM), inactives show top-dose activation, actives largely listed as activators; 380,000 compounds, 0.007% hits; note: potency is the fitted concentration of half-maximal effect; % of control where 0% means no effect
Target sequence (P43220 whole entry, looked up): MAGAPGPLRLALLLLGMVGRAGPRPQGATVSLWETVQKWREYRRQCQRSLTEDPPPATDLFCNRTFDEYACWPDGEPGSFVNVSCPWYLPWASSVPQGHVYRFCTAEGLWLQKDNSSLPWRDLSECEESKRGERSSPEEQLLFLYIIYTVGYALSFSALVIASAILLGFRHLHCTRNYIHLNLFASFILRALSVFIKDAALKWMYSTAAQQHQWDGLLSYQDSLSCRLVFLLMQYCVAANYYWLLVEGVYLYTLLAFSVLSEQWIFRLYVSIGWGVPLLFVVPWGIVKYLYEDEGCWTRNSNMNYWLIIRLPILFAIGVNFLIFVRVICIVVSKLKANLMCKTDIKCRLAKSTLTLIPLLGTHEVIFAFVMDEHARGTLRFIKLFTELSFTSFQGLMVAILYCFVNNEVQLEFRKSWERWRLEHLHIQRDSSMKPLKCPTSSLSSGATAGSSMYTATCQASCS
D3 ag = activates the human D3 dopamine receptor. P35462. D3R DiscoveRx beta-arrestin cells, luminescence, 90 min. max activation, %. 410,000 compounds, 0.58% hits; in the data active = max activation above about 30%; note: 0% is about no effect; mostly tested at two doses, the higher about 12 µM
Target sequence (P35462 whole entry, looked up): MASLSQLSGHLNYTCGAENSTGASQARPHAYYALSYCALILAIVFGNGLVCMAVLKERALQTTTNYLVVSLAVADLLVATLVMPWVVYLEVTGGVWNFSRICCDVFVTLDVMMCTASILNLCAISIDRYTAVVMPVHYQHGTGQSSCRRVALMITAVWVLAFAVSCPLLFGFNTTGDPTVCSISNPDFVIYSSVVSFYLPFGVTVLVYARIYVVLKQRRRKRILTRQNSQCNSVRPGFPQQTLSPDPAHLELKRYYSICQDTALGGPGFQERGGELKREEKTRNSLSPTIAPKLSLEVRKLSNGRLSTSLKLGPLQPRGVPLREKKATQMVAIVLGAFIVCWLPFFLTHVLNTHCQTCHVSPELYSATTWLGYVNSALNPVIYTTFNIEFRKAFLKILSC
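Agonist mode: compounds and dopamine controls were applied to plated cells for 90 min at 37 degrees C after an overnight attachment at 1500 cells/well. Luminescent read-out followed 30 - 60 minutes at room temperature with DiscoveRx detection reagent.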
PLK1 PBD block = inhibitors of human PLK1 polo-box domain binding; AID 720504; 360,000 compounds, 2.8% hits; Potency, µM, for the others: max response, negative = inhibition, usual class: inhibitors; P53350; Plk1 PBD binding of FITC phosphopeptide, fluorescence polarization; note: potency is the fitted concentration of half-maximal effect; series mostly up to about 57 µM; % is set by controls: 0 for no effect and ±100 for the full control effect; nearly all actives have a fitted effect of over 65% in size
D3 antag = D3 dopamine receptor (human) antagonism; P35462; D3R cells, DiscoveRx beta-arrestin luminescence, antagonist mode; stronger effect = lower value; max response, negative = inhibition, %; 360,000 compounds, 2.5% hits; in the data active = max response below about -50%; inconclusive = no clear call, values can overlap the other calls; note: % is set by controls: 0 for no effect and ±100 for the full control effect; mostly tested at two doses, the higher about 12 µM
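Cells expressing the human receptor were seeded at 1500 cells/well, incubated overnight at 37 degrees C in 5% CO2, then exposed to library compounds with dopamine controls for 90 minutes at 37 degrees C before luminescent detection.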
WRN helicase inh = WRN helicase (human) inhibition. Potency, µM (doses to about 114 µM), for inactives: at the highest dose activity change, negative = inhibition, hits mostly inhibitors. Q14191. 360,000 compounds, 0.46% hits. WRN helicase unwinding, fluorescent forked duplex, kinetic; note: potency is the fitted concentration of half-maximal effect; % is set by controls: 0 for no effect and ±100 for the full control effect; nearly all actives have a fitted effect of over 55% in size
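Enzyme (20 nM final) and test compound sit together 15 min at room temperature before substrate addition. Substrate is a single-forked duplex oligonucleotide (100 nM) labelled with fluorophore and quencher, with 2 mM ATP; helicase unwinding raises red fluorescence, read kinetically.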
IL2 activator = IL-2 activation. IL-2 activation reporter assay, cell-based qHTS; stimulated with anti-CD3/CD4/CD28 beads; in transgenic mouse T cells. AID 652025. activation, % (series mostly up to about 46 µM). 360,000 compounds, 0.065% hits; in the data active = activation above about 50%; inconclusive = mostly about 30% to 49%; note: 0% is about no effect
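Readout: EGFP and DsRed signals by fluorescent plate cytometry. Unstimulated transgenic mouse T cells received compound 60 min before antibody-bead stimulation, then incubated 18 h at 37 degrees C.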
PI5P4Ka inh = blocks human PI5P4K alpha kinase activity; P48426; PI5P4Kalpha enzyme, ADP-Glo luminescence, 60 min; stronger effect = lower value; max response, %; 330,000 compounds, 1.2% hits; AID 652105; active = max response of -50% or lower; inconclusive = between -30% and -50%; inactive = -30% or higher; note: value at the top dose of about 77 µM; % is set by controls: 0 for no effect and ±100 for the full control effect
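ADP-Glo luminescence end-point after a 60 min room-temperature kinase reaction. PI5P4Kalpha and substrate in HEPES pH 7.4 buffer with EGTA, 0.1% CHAPS and 5% DMSO; ATP at 5 microM final.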
GLP1R cytotox = cytotoxicity in counter-screen for GLP-1R inverse agonists; HEK293 cAMP-luciferase reporter cells, luminescence, 24 h; Potency, µM (doses to about 38.3 µM), for the others: at the highest dose activity change, negative = inhibition, hits mostly inhibitors; 410,000 compounds, 0.13% hits;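 note: loss of luciferase light is scored as toxicity; potency is the fitted concentration of half-maximal effect; % is set by controls: 0 for no effect and ±100 for the full control effect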
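Luminescence readout: signal drop marks cytotoxicity. Plated cells grew 12 h at 37 °C, 5% CO2, received 23 nL compound for 24 h, then got luciferase reagent, read after 12 min at RT.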
GLP1R inv ag = GLP-1 receptor (human) inverse agonism; P43220; HEK293 GLP-1R CRE-luciferase, luminescence, 24 h; GLP-1R form is constitutively active; Potency, µM (top dose mostly 38.3 µM), for inactives: at the highest dose activity change, negative = inhibition, most hits filed as inhibitors; 410,000 compounds, 1.6% hits; AID 624417; note: potency is the fitted concentration of half-maximal effect; % is set by controls: 0 for no effect and ±100 for the full control effect; nearly all actives have a fitted effect of over 55% in size
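qHTS in 1536-well format: reporter HEK293 cells expressing constitutive GLP-1R activity in DMEM + 10% Nu serum, 24 hr with compounds at 37 deg C, luminescence read after 12 min with detection reagent.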
The depositor's hits bear a star; ? = inconclusive; . = no result given; [ ] = dose if it differs, or a comment. Unless noted, calls come from the whole dose curve; as a rule, active = well fitted curve in the direction sought with a large enough effect; inconclusive = small, poorly fitted or top-dose-only effect, or another doubt; inactive = no such curve, though single readings can be large; an effect the other way counts as inactive or inconclusive.

The line under a structure holds: GLP1R ag, D3 ag, PLK1 PBD block, D3 antag, WRN helicase inh, IL2 activator, PI5P4Ka inh, GLP1R cytotox, GLP1R inv ag
Cc1ccc(CNc2ncnc3onc(C)c23)cc1
 : -3%, -11, ., ., ., ., ., 10%, -8%
O=P(NCc1ccccc1)(OCc1ccccc1)OCc1ccccc1
 : 21%, 1, 5%, 2, -3%, -3.8, -2, 2%, ?
CCCS(=O)(=O)N1CCC(C(=O)NCCN(CC)c2ccccc2)CC1
 : -7%, -1, 1%, 6, -2%, 0.1, -3, -6%, ?
O=C(O)C1CC(C(=O)O)SS1 (configuration not stated)
 : 2%, -16, -19%, -13, -17%, 0.4, 8, 2%, -12%
NS(=O)(=O)c1cc(C(=O)OC2CCOC2=O)ccc1Cl (configuration not stated)
 : 2%, -1, -13%, -11, -6%, -4.4, -6, 1%, -4%
O=C(CCC(=O)c1ccccc1)Nc1ccccc1OC(F)F
 : 8%, -2, 4%, 1, 1%, -1.2, -1, 8%, ?
CCCCCC(=O)Nc1cccc2ccccc12
 : 2%, 3, -11%, 3, -7%, -0.6, -1, 2%, -30%
CN(C(=O)CSc1nnc(C2CC2)n1C1CC1)C1(C#N)CCCCC1
 : -2%, -3, 1%, -29, -13%, 0.6, -2, -9%, 11%
CCCCn1c(N)c(N(CCOC)C(=O)c2ccc(F)c(S(=O)(=O)N3CCOCC3)c2)c(=O)[nH]c1=O
 : -4%, 1, -3%, 0, 7%, -2.4, 1, 5%, 7%
CCc1cc(C(=O)N2CCc3c([nH]c4ccccc34)C2c2ccc(OC)cc2F)no1 (configuration not stated)
 : 10%, -1, 24µM*, -4, -1%[57.1 µM], -0.5, -9, 1%, ?
Cc1cc(C(=O)Nn2cnnc2)cs1
 : -11%, -11, -6%, -13, -6%, -0.7, ., 3%, -10%
COc1ccc(COC(=O)CCNC(=O)c2ccc(Cl)cc2)cc1
 : 1%, -2, -11%, 7, 8%, -0.9, -1, 0%, 7%
CCOC(=O)[C@]12CCC=C1N(CCC1=CCCCC1)C(=O)[C@H](CC(=O)N1CCC(c3ccccc3)CC1)C2
 : 11%, -3, -10%, 21, -6%, -0.7, 2, 0%, ?
Nc1ncccc1C(=O)OCC(=O)N1CCN(S(=O)(=O)c2ccc(Cl)cc2)CC1
 : -3%, -1, -7%, -2, 18%, 2.5, -2, -18%, ?
CC(C)Cn1c(SCC(=O)Nc2cccnc2Cl)nnc1-c1ccco1
 : 9%, 4, -1%, 5, 4%, 0.0, -7, 1%, 9%
Nc1nc(COc2ccc(F)cc2)nc(N2CCCCC2)n1
 : 11%, -4, -8%, -9, 1%, -1.9, 1, 10%, 1%
CC(C(=O)NCc1ccc(F)cc1)c1ccc([N+](=O)[O-])cc1 (configuration not stated)
 : -1%, -5, -20%, -6, 9%, 0.3, 0, 11%, ?
COc1cc(NS(=O)(=O)c2c(C(=O)N3CCOCC3)c(C)n(C)c2C)cc(OC)c1OC
 : -1%, -7, -13%, 7, 3%, -1.4, -3, 6%, 0%
CCCCNC(=O)c1ccc2c(=O)n(Cc3ccc(OC)cc3)c(=O)[nH]c2c1
 : 1%, 7, ., ., ., ., ., 1%, 4%
CCN(c1ccccc1)S(=O)(=O)c1cccc(C(=O)NCC2(N(C)C)CCCCC2)c1
 : -2%, -6, 1%, -2, -2%, -0.2, 2, -1%, 10µM*
O=C(Oc1ccc2ccccc2c1Cl)N1CCCCCC1
 : 12%, -5, 9%, 78, -7%, -2.0, 15, 0%, ?
COC(=O)C1=C(C)NC(=O)/C1=C\c1cc(C)n(-c2c(C)cccc2C)c1C
 : 14%, -7, -10%, 6, -8%, 1.2, ., 1%, 9%
CC(=O)Oc1ccc(C)cc1-n1nc2ccccc2n1
 : -2%, -6, -9%, 6, -3%, -2.7, ., 11%, 0%
[O-][n+]1c2c(nn1-c1ccccc1Cl)-c1nonc1CC2
 : 6%, 7, 3%, -8, -5%[57.1 µM], 0.5, ., -10%, 5%
O=C(COC(=O)c1ccc2ccccc2n1)NC1CCCCC1
 : -3%, 4, -6%, 9, 0%, -0.1, -1, -18%, 13%
Cc1ccc2c(c1)-c1c(cnn1CC(=O)NC(C)CCc1ccco1)CO2 (configuration not stated)
 : -4%, 3, -12%, 6, -10%, -1.0, -9, 10%, -12%
O=C(Nc1ccc(Br)cc1Cl)Nn1cnnc1
 : -3%, -4, -4%, 0, -17%, -1.4, 8, -9%, -13%
O=C(N1CCOCC1)N(CCN1CCOCC1)Cc1cccc(Cl)c1
 : 1%, -11, -5%, 16, -22%, 10, 6, 9%, 7%
CCOC(=O)C1=NNC2(c3ccc(Cl)cc3)C(=O)N(c3cc(C)cc(C)c3)C(=O)C12 (configuration not stated)
 : -11%, -14, -8%, -12, -8%, -0.6, 3, -14%, ?
COc1ccc(NC(=O)CN(c2ccccc2OC)S(=O)(=O)c2cccs2)cc1Cl
 : -1%, 9, -10%, 4, -25%, 0.8, 10, 5%, ?
CCOC(=O)c1cnc2ccc(OCC)cc2c1NCc1ccccc1
 : -2%, 48*, -4%, 15, -17%, -3.6, 17, ?, -5%
O=C(NCc1ccncc1)C1CCN(C(=O)c2cccc(Cl)c2)CC1
 : 5%, -9, 0%, -19, -5%[57.1 µM], 0.0, -6, 3%, -7%
CCNC(=O)CSc1nnc(-c2cccc(S(=O)(=O)N(CC)CC)c2)n1CCc1ccccc1
 : 14%, -1, 21µM*, 14, -8%, -1.1, ., 9%, 0%
O=[N+]([O-])c1ccc(Cl)c(S(=O)(=O)Nc2cccc(-c3ccc(N4CCCC4)nn3)c2)c1
 : 1%, -3, -14%, 13, -6%[11.6 µM], -0.5, 0, -8%, -26%
Cc1cc(=O)oc2cc(OCc3ccc(C(=O)OCC(=O)Nc4ccc(N(C)C)cc4)cc3)ccc12
 : 12%, 8, 1%, 17, -11%, -0.7, -9, -10%, 29%
CCOC(=O)c1c(NC(=O)CSc2nnc(-c3ccco3)o2)sc(C)c1C
 : 1%, -3, -4%, 19, 1%, -1.6, 0, -22%, 0%
CCOC(=O)Cc1csc(NC(=O)c2ccc(S(=O)(=O)N3CCOCC3)cc2)n1
 : 4%, -39, -6%, -5, 3%, -4.0, -7, -3%, 10%
CCOC(=O)C1CCN(C(=O)CCS(=O)(=O)c2ccc3c(c2)CCN3C(=O)CC)CC1
 : 5%, 1, -7%, ?, -23%, -5.1, 5, 6%, -4%
Cc1ccc([C@H]2C(C#N)=C(N)Oc3cc(C)oc(=O)c32)o1
 : -3%, 5, ?, 5, -3%, -1.0, 0, -1%[7.66 µM], -6%[7.66 µM]
CN(Cc1nc2ccc(Cl)cc2[nH]1)Cc1nc(-c2cnccn2)no1
 : 8%, 1, -10%, 12, 1%, -0.4, 0, -11%, -4%

Sorted by length of the SMILES (rising): some entries from above
The line under a structure holds: GLP1R ag, D3 ag, PLK1 PBD block, D3 antag, WRN helicase inh, IL2 activator, PI5P4Ka inh, GLP1R cytotox, GLP1R inv ag
O=C(Nc1ccc(Br)cc1Cl)Nn1cnnc1
 : -3%, -4, -4%, 0, -17%, -1.4, 8, -9%, -13%
CCOC(=O)c1cnc2ccc(OCC)cc2c1NCc1ccccc1
 : -2%, 48*, -4%, 15, -17%, -3.6, 17, ?, -5%
O=C(N1CCOCC1)N(CCN1CCOCC1)Cc1cccc(Cl)c1
 : 1%, -11, -5%, 16, -22%, 10, 6, 9%, 7%
O=C(NCc1ccncc1)C1CCN(C(=O)c2cccc(Cl)c2)CC1
 : 5%, -9, 0%, -19, -5%[57.1 µM], 0.0, -6, 3%, -7%
Cc1ccc([C@H]2C(C#N)=C(N)Oc3cc(C)oc(=O)c32)o1
 : -3%, 5, ?, 5, -3%, -1.0, 0, -1%[7.66 µM], -6%[7.66 µM]
Cc1ccc2c(c1)-c1c(cnn1CC(=O)NC(C)CCc1ccco1)CO2 (configuration not stated)
 : -4%, 3, -12%, 6, -10%, -1.0, -9, 10%, -12%
CCOC(=O)c1c(NC(=O)CSc2nnc(-c3ccco3)o2)sc(C)c1C
 : 1%, -3, -4%, 19, 1%, -1.6, 0, -22%, 0%
COc1ccc(NC(=O)CN(c2ccccc2OC)S(=O)(=O)c2cccs2)cc1Cl
 : -1%, 9, -10%, 4, -25%, 0.8, 10, 5%, ?
CCNC(=O)CSc1nnc(-c2cccc(S(=O)(=O)N(CC)CC)c2)n1CCc1ccccc1
 : 14%, -1, 21µM*, 14, -8%, -1.1, ., 9%, 0%
CCOC(=O)C1=NNC2(c3ccc(Cl)cc3)C(=O)N(c3cc(C)cc(C)c3)C(=O)C12 (configuration not stated)
 : -11%, -14, -8%, -12, -8%, -0.6, 3, -14%, ?
Cc1cc(=O)oc2cc(OCc3ccc(C(=O)OCC(=O)Nc4ccc(N(C)C)cc4)cc3)ccc12
 : 12%, 8, 1%, 17, -11%, -0.7, -9, -10%, 29%
O=[N+]([O-])c1ccc(Cl)c(S(=O)(=O)Nc2cccc(-c3ccc(N4CCCC4)nn3)c2)c1
 : 1%, -3, -14%, 13, -6%[11.6 µM], -0.5, 0, -8%, -26%

The list goes on.
The line under a structure holds: GLP1R ag, D3 ag, PLK1 PBD block, D3 antag, WRN helicase inh, IL2 activator, PI5P4Ka inh, GLP1R cytotox, GLP1R inv ag
CCCCn1c(SCC(=O)c2ccc(OCC)cc2)nc2cc(S(N)(=O)=O)ccc21
 : 10%, -2, -19%, 19, -10%, -1.7, 3, -3%, 1%
COc1ccccc1CNC(=O)COc1ccccc1OC
 : 10%, 0, -8%, 0, -3%, -0.1, -3, -5%, -26%
Fc1ccc(-c2cn3ccccc3n2)cc1
 : -2%, -3, -10%, -4, -11%, 0.3, 3, 2%, -28%
COc1ccc(CCNC(=O)CN(C)S(=O)(=O)c2cccs2)cc1OC
 : -5%, 3, -11%, -22, -16%[57.1 µM], -1.4, 1, 19%, 2%
COc1ccc(Cn2c(SCc3cc(C)ccc3C)nc3cc(OC)c(OC)cc3c2=N)cc1
 : 3%, 44*, 1%, 0, -19%, -1.9, 4, -17%, 5%
Cc1cccc(Nc2nc3ccccc3s2)c1C
 : -7%, -6, -10%, -16, -29%[57.1 µM], 1.9, 12, -5%, ?
CCOC(=O)c1ccc(NC(=S)NCCc2ccccc2F)cc1
 : 6%, -5, -18%, -15, -10%, -1.2, 0, ?, ?

Screens: PubChem BioAssay, National Center for Advancing Translational Sciences (NCATS)
